Screening data deposited in PubChem by National Center for Advancing Translational Sciences (NCATS).
12-LOX inh = inhibitors of human 12S-lipoxygenase ALOX12. P18054. actives 1.1% (n = 580,000). purified 12hLO, xylenol orange hydroperoxide absorbance. Potency, µM (titrated, usually from 108 µM), inactives show top-dose activity change, negative = inhibition, hits mostly inhibitors; active means well fitted inhibition curve with a large enough effect; inconclusive means small, poorly fitted or top-dose-only effect, or another doubt; inactive means no such curve, though single readings can be large or run the other way
Target sequence (P18054 whole entry, looked up): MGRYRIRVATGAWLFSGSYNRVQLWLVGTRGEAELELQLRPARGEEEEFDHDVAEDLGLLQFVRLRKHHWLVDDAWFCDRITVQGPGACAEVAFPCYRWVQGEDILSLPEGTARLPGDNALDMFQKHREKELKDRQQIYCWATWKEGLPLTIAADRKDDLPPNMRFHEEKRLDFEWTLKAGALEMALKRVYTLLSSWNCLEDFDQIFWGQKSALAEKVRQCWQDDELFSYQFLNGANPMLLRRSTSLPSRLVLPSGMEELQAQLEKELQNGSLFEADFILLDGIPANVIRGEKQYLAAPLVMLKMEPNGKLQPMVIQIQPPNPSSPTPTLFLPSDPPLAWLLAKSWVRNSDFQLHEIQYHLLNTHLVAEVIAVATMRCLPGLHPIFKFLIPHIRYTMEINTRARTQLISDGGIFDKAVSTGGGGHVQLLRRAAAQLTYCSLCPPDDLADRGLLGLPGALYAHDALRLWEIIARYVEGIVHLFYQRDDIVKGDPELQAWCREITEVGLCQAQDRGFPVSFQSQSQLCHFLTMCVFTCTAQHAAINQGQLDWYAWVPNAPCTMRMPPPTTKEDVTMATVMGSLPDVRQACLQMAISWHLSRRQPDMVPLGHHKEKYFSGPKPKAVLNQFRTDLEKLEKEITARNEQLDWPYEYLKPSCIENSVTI
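Hydroperoxide product was detected by ferrous iron/xylenol orange as the 573 to 405 nm absorbance ratio. Arachidonic acid at 40 uM (final) was turned over for 30 min at room temperature by 150 nM human 12hLO, pH 7.0 Hepes buffer, after 15 min compound preincubation.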
* = called active by the depositor; ? = inconclusive; [ ] = another dose, or the depositor's remark. On the % scale 0 is the no-effect control and ±100 the full control effect; potency means the concentration at half of the fitted maximal effect. A portion of the library; count on the stated rates, not on these rows.

cpd	molecule	12-LOX inh
1	C=CCN1CC(C(=O)N2CCn3nc(Cc4ccccc4)cc3C2)CC1=O (stereo not drawn)	8.3%
2	CNCC(=O)N1CCC(C2CCN(C(=O)NC)CC2)C1 (stereo not drawn)	5.9%
3	CCS(=O)(=O)N1CCC(Nc2cccnc2)C1 (stereo not drawn)	23.1%
4	O=C(CSc1nc(-c2ccc(F)cc2)cc(C(F)(F)F)n1)NC1CCCC1	39.9%[activator]
5	CCN(CC)C(=O)c1cc(C(=O)Nc2ccc(F)c(Cl)c2)n(C)n1	7.4%
6	CNC(=O)[C@@H](c1ccc(Cl)cc1)N1CCC[C@H]1C(=O)NCC1CC1	?
7	CC(C)(C)OC(=O)NC1CCCN(Cc2cccs2)C1 (stereo not drawn)	?
8	CCn1nccc1C(=O)N1CCCC(c2nnnn2C)C1 (stereo not drawn)	2.1%
9	Cc1cc(C)cc(C(=O)NC2CCN(c3cn[nH]c(=O)c3)CC2)c1	20.4%
10	CCOC(=O)[C@@H]1CSCCS(=O)(=O)N1Cc1ccccc1	-6.3%
11	O=C(Oc1cccc2cccnc12)c1cccc2ccccc12	-16.9%
12	COc1ccccc1CC(=O)C(C#N)C(=O)NCc1ccccc1 (stereo not drawn)	-49.3%
13	COc1ccc(-c2nnc3ccc(N4CCc5ccccc5C4)nn23)nc1	20.3%[176 µM]
14	CN1CCC2(CCC1=O)CN(C(=O)CCc1ccc3c(c1)OCO3)CCN2C (stereo not drawn)	33.6%
15	CSc1c(N(C)C)c(=O)c1=S	-14.6%
16	CC(C)(C)C(=O)N1CCC2(CC1)OCC(C(=O)NC1CC1)N2C(=O)c1ccc(F)cc1 (stereo not drawn)	23.8%
17	CC1=C(C(=O)OC(C)(C)C)C(c2ccccc2Cl)NC(=O)N1 (stereo not drawn)	-16.0%
18	CC1(C)C(=O)N(CCOc2ccccc2)[C@H]2CN(C3CCOCC3)C[C@H]2[S+]1(=O)[O-]	-18.1%[176 µM]
19	COCCOc1ccc(C(=O)/C=C/c2ccc(C#N)cc2)cc1OC	53.1%[activator]
20	COc1ccc2c(c1)cc(C(=O)Nc1ccc(F)cc1F)n2C	-23.7%
21	Fc1ccccc1-c1noc(-c2nc(-c3ccc4c(c3)OCO4)no2)n1	?
22	O=C(Nc1cc(F)cc(C(F)(F)F)c1)N1CCC(Cn2cccn2)CC1	23.6%
23	CCCCNC(=O)CSc1cc(C(=O)NC2CC2)c2ccccc2n1	1.0%
24	Cc1ccc(C(=O)N2C[C@@H](F)[C@@H](OCc3nc4ccccc4n3C)C2)cc1	34.9%[activator][176 µM]
25	Fc1cccc(-n2cc(CN3CC[C@H]4CC[C@@H](C3)N4)cn2)c1	-0.7%
26	Cc1[nH]c2ccccc2c1C(=O)C(C)Sc1nnnn1C1CCCCC1 (stereo not drawn)	-11.9%
27	Cc1oc2ccn(C)c(=O)c2c1C(=O)NCc1cc(F)ccc1F	16.8%
28	Cc1ccc(S(=O)(=O)n2cccc2/C=C/[N+](=O)[O-])cc1	35.5µM*
29	CCn1cnnc1-c1nn(C)c2c1CN(C(=O)CN1CCCCCC1)CC2	56.6%[activator]
30	O=C(NCCc1ccncc1)C1CN(C(=O)c2ccccc2Cl)CC12CCOCC2 (stereo not drawn)	39.0%[activator]
31	Cc1cccc(C)c1Nc1cn[nH]c1	20.6%
32	COc1ccc(Nc2nccc3c2cc(-c2ccccc2OC)n3C)cc1	?
33	COCC(=O)N[C@H]1C[C@@H](CO)N(Cc2c[nH]c3ccccc23)C1	20.7%
34	COCCOCc1nc(C2CCN(C(=O)NCc3ccc(F)cc3)CC2)no1	3.4%
35	CN(CC(=O)Nc1nc(-c2ccccc2)cs1)CC(=O)Nc1ccccc1C(F)(F)F	29.7%
36	Cc1cnc(CN2CC3(CCCN(C(=O)c4ccc(C)s4)C3)CCC2=O)cn1 (stereo not drawn)	-3.4%
37	O=C1CNC(=O)c2cc(Cl)ccc2N1	-10.8%
38	Cc1ccc(C(=O)C(C)OC(=O)C23CC4CC(CC(O)(C4)C2)C3)cc1C (stereo not drawn)	?
39	O=c1[nH]c(N2CCOCC2)nc2c1CCN(Cc1ccccc1Cl)CC2	-14.7%
40	COc1ccc(OC)c(C(=O)CSc2ccc(Cl)cc2)c1	?
41	Cc1ccc2c(CN3C(=O)c4ccccc4S3(=O)=O)cc(=O)oc2c1	?
42	CS(=O)(=O)N1CCC(OC2CCN(C(=O)Nc3cccc(F)c3)CC2)CC1	33.9%[activator]
43	O=C1NCc2ccccc2CC12CCN(Cc1ccc(Cl)o1)C2 (stereo not drawn)	?
44	O=C1CN(CC(=O)N2CCc3ncnc(N4CC=CC4)c3CC2)C(=O)N1	127.6%[activator]
45	Cc1c(C)n(Cc2cccnc2)c2ncnc(NCc3ccco3)c12	-11.6%
46	O=C(NC(NC(=O)c1cccnc1)c1ccc(Cl)cc1)c1cccnc1	?
47	O=C(COC(=O)CC1Sc2ccccc2NC1=O)Nc1cccc2ccccc12 (stereo not drawn)	-11.2%
48	COCCCn1cc(CN2CC(N3CCN(Cc4ccccc4F)CC3)CS2(=O)=O)nn1 (stereo not drawn)	?
49	Cc1nc2scc(CC(=O)NCc3ccco3)n2c(=O)c1-c1cc(C)n(-c2cc(F)ccc2F)n1	?
50	O=C(Nc1ccc([C@@H](O)[C@H]2COCC(=O)N2Cc2ccc(F)cc2)cc1)c1ccc2c(c1)OCO2	9.7%
51	COCCc1ccc(-c2csc(NC(=O)c3cc4cnn(C(C)C)c4nc3C)n2)cc1	?
52	Cc1noc(C)c1S(=O)(=O)N(C)C1CCc2ccccc21 (stereo not drawn)	90.6%[activator][176 µM]
53	Cc1oc2ccn(Cc3ccccc3F)c(=O)c2c1C(=O)NCC1CCCO1 (stereo not drawn)	1.0%
54	COCC(=O)N(C1CCOCC1)C1CCN(S(=O)(=O)c2cccc(C)c2)CC1	11.8%
55	COc1ccc(OC)c(NC(=O)Nc2nc(CN)cs2)c1	0.8%
56	COc1ccc(C(=O)NCc2nnc3ccc(-c4ccccc4)nn23)c(C)c1	11.9%
57	C[C@@H](O)CNC(=O)c1nc(-c2ccc3[nH]ccc3c2)no1	?
58	Cc1cc2nc3n(c(=O)c2n1CC(=O)NCc1ccccc1F)CCCCC3	9.6%
59	CCOc1cccc(-c2nc(C(=O)Nc3ccc(F)cc3)cs2)c1	2.8%
60	O=C(NC1CCCCCCC1)C1CCN(Cc2nc(-c3ccccc3)no2)CC1	?

(further entries)
cpd | compound | 12-LOX inh
61 | COc1ccc2c(c1)CCC(=O)[C@H](O)C[C@H](c1ccccc1)OC2=O | -23.7%
62 | Cc1ccc(NC(=O)Nc2ccc(C)n(CC(=O)NC(C)(C)C)c2=O)cc1 | 2.7%
63 | CCN1CCN(C(=O)CCC2CCN(S(=O)(=O)c3ccccc3)CC2)CC1 | 56.6%[activator]
64 | CCN(CC)S(=O)(=O)c1ccc(N2CCCC2)c(NS(=O)(=O)c2ccc(C)cc2)c1 | ?
65 | COc1cc(C#N)ccc1OCc1ccccc1Cl | 5.9%
66 | O=C(NC1C[C@H]2CC[C@@H](C1)N2C(=O)c1ccc(C(F)(F)F)cc1)c1ccncc1 (stereo partly drawn) | 23.1%
67 | CCCCCCN1C[C@@H](O)[C@H](n2cc(C3CC3)nn2)C[C@@H]1c1ccccc1 | ?
68 | Cc1cc(NC(=O)c2ccc3c(c2)N(C)C2CCCCCN2C3=O)ccc1F (stereo not drawn) | 7.5%
69 | CC(NC(=O)C1CCCN(c2cnc3nccnc3c2)C1)c1cccnc1 (stereo not drawn) | 13.3%
70 | N#Cc1cccc(NC(=O)N[C@H]2CO[C@H]3[C@@H]2OC[C@@H]3Nc2nccc(-c3cccs3)n2)c1 | -5.3%
71 | CCOc1ccccc1CN1CCCCC12Cc1ccccc1CNC2=O (stereo not drawn) | 2.6%[6.33 µM]
72 | COc1ccccc1CSc1nc2ccccc2s1 | -4.1%
73 | Cc1c(CC(=O)N2CCOCC2)c2c(n1Cc1ccc(F)cc1)CCCC2=O | -17.1%
74 | CC(OC(=O)c1cc(=O)[nH]c2ccccc12)C(=O)N1CCCCCC1 (stereo not drawn) | -7.4%
75 | O=C(CCCc1ccccc1)N1CCC[C@H]1c1nc(-c2ccccc2)no1 | 7.1%
76 | CN1CCN(Cc2nnc(C(=O)N3CCC[C@@H]3c3ccc(Br)cc3)n2Cc2ccccc2)CC1 | 2.4%
77 | O=C1COc2ccc(Nc3ccccc3F)nc2CN1Cc1ccccc1F | -16.2%[176 µM]
78 | O=C(Nc1nnc([C@H]2C[C@H](O)[C@@H](CO)O2)s1)Nc1ccccc1F | -6.1%
79 | O=C(CSc1ncn[nH]1)Nc1nc2c(F)c(F)c(F)cc2s1 | -29.2%
80 | Cc1cc(=O)n(CC(=O)Nc2ccccc2C)c(N2CCc3ccccc3C2)n1 | ?
81 | COCCN1CCCC2(CCN(C(=O)c3ccc(Cl)s3)C2)C1=O (stereo not drawn) | 22.2%
82 | C=CCNC(=O)C1CCN(Cc2ccc(F)cc2)CC1 | 10.6%
83 | CC(Cn1cccn1)NC(=O)N1CCCN(Cc2cccs2)CC1 (stereo not drawn) | 25.4%
84 | Cc1oc2cc(OCC(=O)N(C)CCO)ccc2c(=O)c1Oc1ccccc1 | ?
85 | Cn1c(=O)n(CC(=O)O)c(=O)c2c3c(sc21)COC(C)(C)C3 | 54.6%[activator]
86 | O=C(Nc1ccccc1)C1=NO[C@@H]2CN(c3ccnc(N4CCOCC4)c3)C[C@H]12 | ?
87 | Cc1cc(C(=O)N2C[C@@H](COCC(N)=O)[C@H](c3ccncc3)C2)c(C)o1 | 18.7%
88 | Cn1c(=O)[nH]c(=O)c2c1nc(SCCc1ccccc1)n2CC(O)COc1ccccc1 (stereo not drawn) | ?
89 | CCC(=O)N(C)C[C@@H]1Oc2ncc(Br)cc2C(=O)N([C@H](C)CO)C[C@H]1C | 0.9%
90 | COc1ccc(NC(=O)c2nc3ccccc3nc2N2CCCCC2)cc1 | -3.3%
91 | O=C(c1ccc2c(c1)N(C(=O)C1CC1)CC2)N1CCCC1 | 14.5%
92 | CCCCCOC(=O)COc1ccc2c(=O)c(Oc3cccc(C)c3)c(C(F)(F)F)oc2c1 | -49.4%
93 | CCCCNC(=O)Cn1nnc(-c2ccccc2)c1COc1ccc(C(C)=O)cc1 | 16.4%
94 | CC(C)(C)CNC(=O)C1(C)CCN1C(=O)Cc1ccc(C(C)(C)C)cc1 (stereo not drawn) | 14.5%
95 | Cc1ccccc1N1Cc2c(NC3CCCC3)ncnc2N(C)CC1=O | 41.1%[activator]
96 | CC(C)(C)c1oc(C(N)=O)cc1CN1CCCC(CO)(CC2CC2)C1 (stereo not drawn) | 11.6%
97 | CCOC(=O)CCNC(=O)N1CCCC(c2nc(-c3cnccn3)no2)CCNC(=O)CC1 (stereo not drawn) | 2.3%
98 | CC(C)N1CCC(N2CCCC2C(=O)Nc2cccc(-n3cccn3)c2)CC1 (stereo not drawn) | 65.6%[activator]
99 | O=C(NCC1CC1)C1Cn2cccc2C(=O)N1Cc1ccccc1 (stereo not drawn) | -1.6%
100 | Cc1[nH]nc(C(=O)N[C@@H]2COCC[C@@H]2OCc2ccccc2)c1Cl | 37.3%[activator]
101 | COc1cccc(CNC(=O)Cn2ccn3nc(-c4ccc(F)cc4)c(CO)c3c2=O)c1 | 42.8%[activator]
102 | COc1ccc(-c2noc(CSc3nc(C4CC4)n(-c4ccccc4)n3)n2)cc1 | -6.1%
103 | CC1(c2ccccc2)N(Cc2ccc(O)cc2)C(=O)OC12CCN(CC1CC1)CC2 (stereo not drawn) | -20.9%[176 µM]
104 | CC1=C(C(=O)N(C)C)CC(CC(=O)NCCCN(C)C)C(=O)N1CCC1=CCCCC1 (stereo not drawn) | ?
105 | COc1ccc(C(=O)N2CCn3c(nnc3-c3ccc(OC)cc3)C2)cc1 | 16.1%
106 | Cc1c(C(=O)N(C)Cc2nc3ccsc3c(=O)[nH]2)cnn1-c1ccccc1F | 12.4%
107 | Cc1cnc(C(=O)N2CCC3(CC2)CC(CO)N(C(=O)c2ccccc2)C3)cn1 (stereo not drawn) | 6.7%
108 | CN(CC=CC#CC(C)(C)C)Cc1cccc2ccccc12 | ?
109 | Brc1ccc(CNCc2cccnc2-n2cccn2)cc1 | -8.2%
110 | CC(C)CNC(=O)Cc1ccc2c(c1)CCCC2 | 20.6%
111 | CC1(C)CC(=O)C=C(c2ccc(-c3cnc4ccccc4c3)cc2)C1=O | -10.2%
112 | COc1ccc(NC(=O)c2cc3c(s2)CN(C2CCCC2)C3)c(C)c1 | -16.3%
113 | C[C@H](NC(=O)[C@@H]1CCCN1C(=O)[C@@H]1CCCN1C(=O)c1cccc2ccccc12)c1ccccc1 | ?
114 | CCNC(=O)CCc1cc2ccc(C)cc2[nH]c1=O | 12.3%
115 | Cc1noc(C)c1[S+](=O)([O-])N1CCCC2(CC(c3ccccn3)=NO2)C1 (stereo not drawn) | 10.0%[6.33 µM]
116 | Cc1ccccc1S(=O)(=O)N1CCCCCCNC(=O)[C@@H]2CCC[C@@H]21 | 0.3%
117 | CC(=O)Nc1cncc(-c2cccc(C(=O)NC3CC3)c2)n1 | 18.1%
118 | Cc1nnc([C@@H]2CC(F)(F)CN2C(=O)c2n[nH]c3ccccc23)o1 | 5.2%
119 | CC(=O)Nc1cc(-c2cccc(F)c2)cn2c(-c3ccc(S(C)(=O)=O)cc3)cnc12 | ?
120 | CCc1oc2cc(O)ccc2c(=O)c1-c1ccccc1OC | -29.6%
